Glioma ERSR ind – qHTS for Inducers of the Endoplasmic Reticulum Stress Response (ERSR) in Human Glioma: qHTS; U87-MG GRP78 promoter luciferase reporter, 16 h; Potency, µM, for inactives: at the top dose activation, most hits filed as activators; 0.02% of 420,000 active; AID 602332, 2012; also: potency is read from the fitted curve at half-maximal effect; series mostly up to about 76 µM; % of control where 0% means no effect; nearly all actives have a fitted effect of over 35% in size
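Stably transfected U87-MG human glioma cells carrying a GRP78-based luminescent sensor were seeded at 1000 cells/well, pin-dosed with compounds and incubated 16 h. Luciferase reagent was then added, and end-point luminescence was read after 10 min at room temperature.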
USP1-UAF1 inh – Inhibitors of USP1/UAF1: Primary Screen; recombinant USP1/UAF1, Ub-Rhodamine cleavage fluorescence; Ubiquitin carboxyl-terminal hydrolase 1 (Homo sapiens), O94782; Potency, µM (top dose mostly 57.1 µM), for inactives: at the highest dose activity change, negative = inhibition, most hits filed as inhibitors; 0.23% of 390,000 active; also: potency is read from the fitted curve at half-maximal effect; % is scaled to controls: 0 for no effect and ±100 for the full control effect; nearly all actives have a fitted effect of over 60% in size; inactives centre near -12
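High-throughput fluorogenic screen: 1nM USP1/UAF1 complex, Ub-Rho substrate 150nM final, 50mM HEPES pH 7.8 with 0.5mM EDTA, 0.1 mg/ml BSA, 1mM TCEP and 0.01% Tween-20.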
Vif-APOBEC3F blk – qHTS for Inhibitors of Vif-A3F Interactions: qHTS; HeLa A3F-eYFP + Vif (tagged APOBEC3F with the HIV-1 protein that degrades it), YFP fluorescence increase; Potency, µM (series often up to 46.1 µM), without a hit: at the highest dose activity, negative = active; 0.2% of 390,000 active; AID 602313, 2012; also: potency is read from the fitted curve at half-maximal effect; % of control where 0% means no effect; nearly all actives have a fitted effect of over 65% in size
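Fluorescence increase (Ex 488/Em 500-530) after overnight compound treatment at 37 deg C flags inhibition of Vif-driven A3F-eYFP loss in stable HeLa A3F-eYFP/Vif cells seeded overnight beforehand.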
TrxR1 substrate – qHTS Assay for Substrates of Mammalian Selenoprotein Thioredoxin Reductase 1 (TrxR1): qHTS; Thioredoxin reductase 1, cytoplasmic (Rattus norvegicus), O89049; purified TrxR1 substrate turnover, NADPH consumption readout; Potency, µM (highest dose often 114 µM), without a hit: at the top dose activity change, negative = substrate turnover; 0.01% of 390,000 active; also: potency is read from the fitted curve at half-maximal effect; % is scaled to controls: 0 for no effect and ±100 for the full control effect; nearly all actives have a fitted effect of over 50% in size
Target sequence (O89049 whole entry, looked up): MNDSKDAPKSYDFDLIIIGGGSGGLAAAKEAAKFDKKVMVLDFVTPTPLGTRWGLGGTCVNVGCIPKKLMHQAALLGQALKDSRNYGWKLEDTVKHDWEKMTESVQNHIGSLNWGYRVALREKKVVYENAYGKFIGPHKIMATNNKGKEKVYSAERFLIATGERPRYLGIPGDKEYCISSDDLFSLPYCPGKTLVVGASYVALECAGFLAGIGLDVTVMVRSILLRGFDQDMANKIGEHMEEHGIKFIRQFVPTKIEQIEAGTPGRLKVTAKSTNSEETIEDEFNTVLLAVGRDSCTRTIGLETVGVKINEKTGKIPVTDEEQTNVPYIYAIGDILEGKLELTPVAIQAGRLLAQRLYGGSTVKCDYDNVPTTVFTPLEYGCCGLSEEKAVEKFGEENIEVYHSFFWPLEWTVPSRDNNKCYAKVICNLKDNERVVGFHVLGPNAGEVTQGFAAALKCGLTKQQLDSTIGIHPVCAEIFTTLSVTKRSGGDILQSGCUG
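Rat TrxR1, dispensed at 90 nM, was prereduced with 400 uM NADPH (final) for 5 min at ~22 deg C, then incubated with compound 15 min before 400 uM selenite. A first-read NADPH fluorescence drop versus no-compound background flagged substrates.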
PI4K2A block – qHTS for small molecular inhibitors of PI4K2A | 0.13% of 420,000 active | activity change, negative = inhibition, % at 76.9 µM | Phosphatidylinositol 4-kinase type 2-alpha (Homo sapiens), Q9BTU6 | purified PI4K2A, ADP-Glo luminescence, 1 h; stronger effect = lower value | AID 1346378, 2018; in the data active = activity change below about -50%; inconclusive = mostly about -30% to -49%;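 also: -100% = wells without enzyme as full effect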
Target sequence (Q9BTU6 whole entry, looked up): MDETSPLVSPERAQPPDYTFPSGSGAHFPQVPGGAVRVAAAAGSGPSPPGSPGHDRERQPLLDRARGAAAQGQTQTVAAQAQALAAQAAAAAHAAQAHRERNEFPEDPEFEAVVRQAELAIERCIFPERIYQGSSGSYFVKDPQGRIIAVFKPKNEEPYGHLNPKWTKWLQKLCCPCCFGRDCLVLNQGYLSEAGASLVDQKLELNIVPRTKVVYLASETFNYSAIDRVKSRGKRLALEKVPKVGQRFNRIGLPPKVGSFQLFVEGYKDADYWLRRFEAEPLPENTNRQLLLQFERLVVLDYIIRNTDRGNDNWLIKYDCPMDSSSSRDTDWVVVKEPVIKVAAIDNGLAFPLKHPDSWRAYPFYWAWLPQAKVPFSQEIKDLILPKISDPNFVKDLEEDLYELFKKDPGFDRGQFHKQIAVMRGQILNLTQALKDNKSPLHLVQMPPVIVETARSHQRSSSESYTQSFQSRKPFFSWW
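PI4K2A activity was measured by ADP-Glo luminescence: enzyme (4 ug/mL stock) and phosphatidylinositol (1.2 mM stock) in Tris pH 7.5/MgCl2/EGTA/Triton X-100 buffer were reacted with ATP (300 microM stock) for one hour at ambient temperature.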
Vif-A3G inh – qHTS for Inhibitors of Vif-A3G Interactions: qHTS | DNA dC->dU-editing enzyme APOBEC-3G (Homo sapiens), Q9HC16 | HeLa A3G-eYFP + Vif (tagged APOBEC3G with the HIV-1 protein that degrades it), YFP fluorescence, overnight | Potency, µM (series often up to 46.1 µM), for inactives: at the top dose activity, negative = active, most hits filed as inhibitors | 0.076% of 410,000 active;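 also: potency is read from the fitted curve at half-maximal effect; % is scaled to controls: 0 for no effect and ±100 for the full control effect; nearly all actives have a fitted effect of over 60% in size; hits raise eYFP signal because A3G escapes Vif-driven loss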
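Read-out is eYFP fluorescence (Ex 488/Em 500-530) from Vif-expressing HeLa A3G-eYFP cells; more signal means A3G escaped Vif-mediated degradation. Cells plated overnight, compound pinned in, incubated overnight at 37 deg C.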
RXFP1 ag – qHTS Assay for Agonists of the Relaxin Receptor RXFP1. HEK293T-RXFP1 cAMP TR-FRET, 30 min; response scale: percent of porcine relaxin response, buffer zero. Potency, µM (titrated, usually from 57.5 µM), inactives show at the top dose activation, hits mostly activators. 0.3% of 370,000 active. AID 2676, 2010; also: potency is read from the fitted curve at half-maximal effect; % is scaled to controls: 0 for no effect and ±100 for the full control effect; nearly all actives have a fitted effect of over 60% in size; many of its hits are not listed in these tables
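HEK293 cells stably expressing RXFP1, treated 30 min at 37C with compounds plus PDE4 inhibitor Ro 20174; cAMP measured by HTRF TR-FRET. Normalized to buffer and 29 nM porcine relaxin; EC50 by Hill fit.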
mIDH1 inhibitor – qHTS for Inhibitors of mutant isocitrate dehydrogenase 1 (IDH1): qHTS; Isocitrate dehydrogenase [NADP] cytoplasmic (Homo sapiens), O75874; AID 602179, 2012; IDH1-R132H enzyme, NADPH consumption, diaphorase/resazurin fluorescence; 0.093% of 390,000 active; Potency, µM (top dose mostly 76.6 µM), for inactives: at the top dose activity change, negative = inhibition, hits mostly inhibitors; also: potency is read from the fitted curve at half-maximal effect; % is scaled to controls: 0 for no effect and ±100 for the full control effect; nearly all actives have a fitted effect of over 65% in size
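IDH1-R132H (0.5 ug/mL dispensed) in pH 7.5 Tris buffer was preincubated 30 min with compound, then given a substrate mix of 0.016 mM NADPH and 2 mM alpha-KG for 80 min at room temperature; remaining NADPH was read by diaphorase/resazurin fluorescence.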
LDHA inh – qHTS assay for inhibitors of human lactate dehydrogenase; purified LDHA, NADH/diaphorase-resazurin fluorescence; stronger effect = lower value; activity change, % (values are at about 110 or 230 µM); 0.15% of 480,000 active; AID 1347041, 2019; in the data active = activity change below about -30%; inconclusive = mostly about -25% to -30%;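 also: plate controls were DMSO wells for no effect and wells without enzyme for full effect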
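Human LDH5 at 2 nM final in Tris HCl pH 7.4 with 0.06 mM NADH and 0.2 mM pyruvate, reacted 5 minutes at room temperature. Remaining NADH coupled via diaphorase/resazurin; resorufin fluorescence read at 0 and 20 minutes, normalized to enzyme-free and DMSO wells.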
Numbers without * were called inactive; & = joins results of further samples; [ ] = dose if it differs, or a comment. Unless noted, calls follow the shape of the dose curve; as a rule, active = well fitted curve in the direction sought with a large enough effect; inconclusive = small, poorly fitted or top-dose-only effect, or another doubt; inactive = no such curve, though single readings can be large; an effect the other way counts as inactive or inconclusive. These rows are one share of the data, so the mix of outcomes need not match the whole.

For C/C(Cn1nnc2ccccc21)=N\NC(=O)c1ccc(Br)cc1 the results were Glioma ERSR ind 4%, USP1-UAF1 inh -12%, Vif-APOBEC3F blk 1%, TrxR1 substrate 26%, PI4K2A block -8, Vif-A3G inh -3%, RXFP1 ag -2.1%, mIDH1 inhibitor 9% and LDHA inh -6.
COc1ccc(NC(=O)COC(=O)C2CCN(C(=O)c3ccc(Cl)cc3)CC2)c([N+](=O)[O-])c1 was read as Glioma ERSR ind 0%, USP1-UAF1 inh -16%, Vif-APOBEC3F blk 1%, TrxR1 substrate 5%[57.1 µM], PI4K2A block -2, Vif-A3G inh 1%, mIDH1 inhibitor 1% and LDHA inh 1.
For c1ccc(Cc2nn[nH]n2)cc1 the results were Glioma ERSR ind -1%, USP1-UAF1 inh -1%, Vif-APOBEC3F blk 7%, TrxR1 substrate 6%[57.1 µM], PI4K2A block 4, Vif-A3G inh 6%, RXFP1 ag -1.3%, mIDH1 inhibitor -1% and LDHA inh -2.
CCN(CC(=O)Nc1ccc(NC(C)=O)cc1)C(=O)C1CC(=O)N(CCc2ccc(OC)c(OC)c2)C1 (stereo not drawn) was read as Glioma ERSR ind -3%, USP1-UAF1 inh -18%, Vif-APOBEC3F blk 5%, TrxR1 substrate -1%, PI4K2A block -1, Vif-A3G inh -1%, RXFP1 ag 1.6%, mIDH1 inhibitor 2% and LDHA inh -2.
`CN(CC(=O)Nc1ccc(F)cc1Cl)Cc1cccs1` gave Glioma ERSR ind 0%, USP1-UAF1 inh -17%, Vif-APOBEC3F blk 2%, TrxR1 substrate 1%, PI4K2A block 5, Vif-A3G inh -6%, RXFP1 ag 1.6%, mIDH1 inhibitor 9% and LDHA inh -4.
COc1cc(NC(=O)c2nc(-c3ccncc3)no2)cc(OC)c1OC was read as Glioma ERSR ind 1%, USP1-UAF1 inh 7%, Vif-APOBEC3F blk 0%, TrxR1 substrate 6%[11.4 µM], PI4K2A block -1, Vif-A3G inh 3%, RXFP1 ag 7.6%, mIDH1 inhibitor -13% and LDHA inh 3.
`Cc1ccc([N+](=O)[O-])c(OCCN2CCc3ccccc3C2)c1` gave Glioma ERSR ind 4%, USP1-UAF1 inh -9%, Vif-APOBEC3F blk -2%, TrxR1 substrate -5%, PI4K2A block 5, Vif-A3G inh 2%, RXFP1 ag 3.2%, mIDH1 inhibitor 1% and LDHA inh -14.
`Cc1ccc(C)c(N2C(=O)N(Cc3c(F)cccc3Cl)c3ccccc3S2(=O)=O)c1` gave Glioma ERSR ind -3%, USP1-UAF1 inh -26%, Vif-APOBEC3F blk 3%, TrxR1 substrate 7%[57.1 µM], PI4K2A block 2, Vif-A3G inh 1%, RXFP1 ag -0.2%, mIDH1 inhibitor 5% and LDHA inh 3.
`COCCCN1C(=O)C(=O)/C(=C(/O)c2ccc(OC(C)C)cc2)C1c1cccnc1` (stereo not drawn) gave Glioma ERSR ind 3%, USP1-UAF1 inh -17%, TrxR1 substrate -15%, PI4K2A block 1, Vif-A3G inh 2%, RXFP1 ag inconclusive, mIDH1 inhibitor -1% and LDHA inh -2.
Screening CC(=O)Nc1cnc(-c2ccccc2C(F)(F)F)cn1 returned Glioma ERSR ind 1%, PI4K2A block 3, Vif-A3G inh -2% and LDHA inh -4.
For O=C(/C=C/c1cn(-c2ccccc2)nc1-c1cccnc1)N1CCCCC1 the results were Glioma ERSR ind 4%, USP1-UAF1 inh -26%, Vif-APOBEC3F blk 1%, TrxR1 substrate -1%, PI4K2A block -3, Vif-A3G inh -7%, RXFP1 ag -1.4%, mIDH1 inhibitor 0% and LDHA inh 1.
`COc1ccc(Nc2nc3cc(C)ccc3cc2C#N)c(OC)c1` gave Glioma ERSR ind -6%, USP1-UAF1 inh -14%, Vif-APOBEC3F blk inconclusive, TrxR1 substrate 7%, PI4K2A block 13, Vif-A3G inh inconclusive, RXFP1 ag 14%, mIDH1 inhibitor 5% and LDHA inh -3.
For CCOC(=O)C1=C(C)N=c2s/c(=C/c3ccc(OCC(=O)O)c(OC)c3)c(=O)n2C1c1ccc(Cl)cc1 (stereo not drawn) the results were Glioma ERSR ind -3%, USP1-UAF1 inh inconclusive, Vif-APOBEC3F blk inconclusive, TrxR1 substrate 8%[57.1 µM], PI4K2A block -11, Vif-A3G inh -4%, mIDH1 inhibitor -27% and LDHA inh 2.
COc1ccc(C(=O)COC(=O)COc2cc(C)cc(C)c2)cc1 was read as Glioma ERSR ind -1%, USP1-UAF1 inh -8%, Vif-APOBEC3F blk 0%, TrxR1 substrate -12%, PI4K2A block -7, Vif-A3G inh 0%, RXFP1 ag 2.5%, mIDH1 inhibitor 17% and LDHA inh -8.
COc1ccc(C)cc1NC(=O)C1CCCN(c2ncnc3onc(C)c23)C1 (stereo not drawn) was read as Glioma ERSR ind -2%, USP1-UAF1 inh -9%, Vif-APOBEC3F blk 6%, TrxR1 substrate 2%, PI4K2A block 4, Vif-A3G inh 2%, RXFP1 ag 0.9%, mIDH1 inhibitor 7% and LDHA inh -9.
Cc1cccc(CN2CCNC2=O)c1 was read as Glioma ERSR ind -4%, USP1-UAF1 inh -11%, Vif-APOBEC3F blk -4%, TrxR1 substrate 1%, PI4K2A block 0, Vif-A3G inh 0%, RXFP1 ag -4.7%, mIDH1 inhibitor 11% and LDHA inh 0.
Cc1ccc(S(=O)(=O)N(C)C)cc1NC(=O)c1sccc1Cl was read as Glioma ERSR ind -6%, USP1-UAF1 inh -29%, Vif-APOBEC3F blk 0%, TrxR1 substrate -3%, PI4K2A block 1, Vif-A3G inh -12%, RXFP1 ag 5.6%, mIDH1 inhibitor -6% and LDHA inh -11.
Screening Cc1ccc(-c2noc(-c3cccnc3NCc3ccc(Cl)cc3)n2)cc1 returned Glioma ERSR ind -1%, USP1-UAF1 inh -30%, Vif-APOBEC3F blk -9%, TrxR1 substrate 3%, PI4K2A block 13, Vif-A3G inh -1%, RXFP1 ag 2.1%, mIDH1 inhibitor 5% and LDHA inh 1.
`Cc1sc(=NC(=O)c2ccco2)n(C)c1-c1ccc(Cl)cc1` gave Glioma ERSR ind 11%, USP1-UAF1 inh -7%, Vif-APOBEC3F blk 3%, TrxR1 substrate 7%, PI4K2A block 1, Vif-A3G inh 0%, RXFP1 ag 2.1%, mIDH1 inhibitor 3% and LDHA inh -5.
CC(C)[C@H](NC(=O)[C@@H]1Cc2ccccc2CN1C(=O)OC(C)(C)C)C(=O)NCC1CCCO1 (stereo partly drawn) was read as Glioma ERSR ind -3%, USP1-UAF1 inh -15%, Vif-APOBEC3F blk -5%, TrxR1 substrate 5%, PI4K2A block -2, Vif-A3G inh 1%, RXFP1 ag 3.1%, mIDH1 inhibitor 1% and LDHA inh 0&2.
For COc1cccc(OC)c1OCCCOc1ccc(C)cc1Br the results were Glioma ERSR ind 1%, USP1-UAF1 inh -14%, Vif-APOBEC3F blk 2%, TrxR1 substrate -8%, PI4K2A block -8, Vif-A3G inh -10%, RXFP1 ag -0.9%, mIDH1 inhibitor 2% and LDHA inh 3.
Nc1nonc1-n1nnc(C(=O)N/N=C/c2cccc(Cl)c2)c1CN1CCCC1 was read as Glioma ERSR ind -6%, USP1-UAF1 inh inconclusive, Vif-APOBEC3F blk -1%, TrxR1 substrate 1%, PI4K2A block 1, Vif-A3G inh 0%, mIDH1 inhibitor 16% and LDHA inh -5.
Screening CCOc1cccc(CN(CC)CC2CCCN(CCc3cccc(OC)c3)C2)c1O (stereo not drawn) returned Glioma ERSR ind -4%, USP1-UAF1 inh -3%, Vif-APOBEC3F blk 5%, TrxR1 substrate 4%[57.1 µM], PI4K2A block 1, Vif-A3G inh -1%, RXFP1 ag -3.3%, mIDH1 inhibitor 5% and LDHA inh -1.
COc1ccc(NC(=O)c2cc(C3CCCCN3C(=O)C3CC3)on2)c(C)c1 (stereo not drawn) was read as Glioma ERSR ind -5%, PI4K2A block 1, Vif-A3G inh 0% and LDHA inh -7.
For Cc1n[nH]c(=O)c2c(NC(=O)COC(=O)Cc3c(F)cccc3Cl)oc(C)c12 the results were Glioma ERSR ind -2%, USP1-UAF1 inh -23%, Vif-APOBEC3F blk 5%, TrxR1 substrate -1%, PI4K2A block -2, Vif-A3G inh 2%, RXFP1 ag 2.4%, mIDH1 inhibitor 13% and LDHA inh 4.
Screening Cc1cccc2sc(NC(=O)C3CCN(C(=O)c4ccco4)CC3)nc12 returned Glioma ERSR ind 5%, USP1-UAF1 inh -10%, Vif-APOBEC3F blk -16%, TrxR1 substrate -3%, PI4K2A block 2, Vif-A3G inh 0%, RXFP1 ag -2.8%, mIDH1 inhibitor 1% and LDHA inh -5.

Source: PubChem (National Center for Advancing Translational Sciences (NCATS))
